# Screening data from PubChem.
# UPR XBP1 act – activators of adaptive arm of unfolded protein response (XBP1); 330,000 tested, 0.33% active; activation, % at 20 µM; CHO-XBP1 luciferase reporter, IRE1-XBP1 UPR activation, luminescence; percent of tunicamycin response, DMSO as zero;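 active means versus positive control, 20 µM dose yields 30% or more activation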;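 further: 100% = tunicamycin at 10 µg/mL and 0% = DMSO only wells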
#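 Test system: CHO-XBP1 luciferase reporter cells | Buffer or medium: Serum-containing F12 medium, 10% FBS | Schedule: 6 h compound exposure at 37 °C, 5% CO2 | Detection: Steady-Glo luciferase glow luminescence, 10 min after reagent addition | Read-out basis: Activation, % of tunicamycin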
# CHOP UPR activ – apoptotic UPR (CHOP) activation | AID 449763 | CHO-CHOP luciferase reporter, luminescence; percent of tunicamycin response over DMSO baseline | 330,000 tested, 0.34% active | activation, % at 10 µM;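 active means at 10 µM dose, activation of 40% or more, normalized to positive control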;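 further: 100% = tunicamycin at 10 µg/mL and 0% = DMSO alone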
#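 measured by = luciferase luminescence | assay system = CHO-CHOP cells, stable luciferase reporter of PERK-eIF2a-CHOP signalling | amount = 500 reporter cells seeded per well | timing = 6 h compound exposure at 37 °C after overnight seeding | controls = positive tunicamycin 10 µg/mL, negative DMSO alone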
# APJ ag – APJ receptor agonism; AID 2520; 330,000 tested, 0.11% active; CHO-K1 APJ PathHunter beta-arrestin, luminescence; 0% DMSO wells, 100% apelin; activation, % at 20 µM;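 active means activation more than six SD over the plate average, tested at 20 µM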;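 further: 0% = DMSO alone and 100% = apelin-13 at 10 nM; some results filed as inactive read as strong as hits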
#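 Incubation: overnight seeding, 90 min compound at 25 °C, 1 h detection; test system: PathHunter CHO-K1 APJ (AGTRL-1) beta-arrestin reporter cells; amount: 1000 cells/well; doses: one dose, 20 µM compound, 1% DMSO; measured by: beta-gal luminescence; measure: agonist-driven arrestin binding to APJ; benchmarks: negative DMSO alone, positive Apelin-13 at 10 nM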
# APJ antag – blocks the human apelin receptor APJ | P35414 | CHO-K1 APJ beta-arrestin complementation, luminescence | inhibition, % at 20 µM | 330,000 tested, 0.32% active | AID 2521;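 active means inhibition above about 40% at 20 µM, limit read from the data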;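 further: cells challenged with 10 nM apelin-13 agonist together with compound; plate controls were apelin-13 plus DMSO wells for no effect and DMSO wells lacking apelin-13 for full effect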
# Mdm2 MdmX PPI – inhibitors of human Mdm2/MdmX interaction; SaOS-2 split-luciferase Mdm2/MdmX complementation, luminescence; inhibition, % at 8 µM; 330,000 tested, 3% active; AID 485346;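 active means inhibition of at least 50% at 8 µM in the primary screen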
# Target sequence (O15151 whole entry, looked up): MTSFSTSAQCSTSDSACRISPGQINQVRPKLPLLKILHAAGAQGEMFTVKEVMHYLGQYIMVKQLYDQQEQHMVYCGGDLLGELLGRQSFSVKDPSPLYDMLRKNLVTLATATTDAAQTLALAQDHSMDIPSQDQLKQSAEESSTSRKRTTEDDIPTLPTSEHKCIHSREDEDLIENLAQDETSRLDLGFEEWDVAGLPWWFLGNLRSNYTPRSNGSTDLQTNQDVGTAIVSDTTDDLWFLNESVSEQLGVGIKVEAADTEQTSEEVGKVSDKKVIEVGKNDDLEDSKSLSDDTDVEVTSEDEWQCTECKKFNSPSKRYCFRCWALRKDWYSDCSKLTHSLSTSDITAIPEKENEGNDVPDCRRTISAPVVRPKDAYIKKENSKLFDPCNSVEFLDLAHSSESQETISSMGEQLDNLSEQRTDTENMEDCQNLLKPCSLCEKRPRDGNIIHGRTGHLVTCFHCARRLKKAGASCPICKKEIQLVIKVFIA
# Target sequence (Q00987 whole entry, looked up): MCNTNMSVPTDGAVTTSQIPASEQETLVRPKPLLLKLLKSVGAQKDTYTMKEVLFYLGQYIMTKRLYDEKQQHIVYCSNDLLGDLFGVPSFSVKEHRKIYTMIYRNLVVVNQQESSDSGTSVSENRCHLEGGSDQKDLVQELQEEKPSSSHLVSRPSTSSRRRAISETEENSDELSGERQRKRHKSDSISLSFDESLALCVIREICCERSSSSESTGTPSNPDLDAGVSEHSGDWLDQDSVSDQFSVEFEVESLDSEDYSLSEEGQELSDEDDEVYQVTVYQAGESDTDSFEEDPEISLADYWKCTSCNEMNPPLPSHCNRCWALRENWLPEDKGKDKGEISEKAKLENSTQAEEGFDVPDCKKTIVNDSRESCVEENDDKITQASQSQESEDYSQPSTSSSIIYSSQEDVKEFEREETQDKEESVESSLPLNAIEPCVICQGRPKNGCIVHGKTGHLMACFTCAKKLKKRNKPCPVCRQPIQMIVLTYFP
# 697 NFkB inh – lowers PMA/ionomycin-induced NF-kB signal in 697 B cells | 697 B-cell NF-kB luciferase reporter, 16 h | 330,000 tested, 0.33% active | inhibition, % at 4 µM; in the data active means inhibition above about 35%
# tim23-1 inh – inhibits growth of tim23-1 mutant yeast; S. cerevisiae tim23-1 growth, BacTiter-Glo luminescence, 24 h; inhibition, % at 20 µM; 330,000 tested, 1.3% active; AID 463212;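 active means growth inhibition of the mutant yeast at or above 50%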;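 further: temperature-sensitive mutant grown at 25 °C; plate controls were DMSO-treated mutant yeast for no effect and medium wells lacking yeast for full effect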
# Jurkat NFkB inh – inhibitors of the PMA/ionomycin-induced NF-kB reporter in Jurkat cells; AID 435003; inhibition, % at 4 µM; 330,000 tested, 0.53% active; PMA/ionomycin-induced NF-kB luciferase reporter, luminescence; in the data active means inhibition above about 50%
# Starred values were filed as active, the others as inactive.
1) Cc1cc(C)cc(C(=O)Nc2ccc(NC(=O)Cc3ccccc3)cc2)c1
2) CCOC(=O)c1nnn(-c2nonc2-n2cccc2)c1CN1CCC(C)CC1
3) O=C(N/N=C/c1ccc(O)c(O)c1)N/N=C/c1ccc(O)c(O)c1
4) CCCCC1=CC2=CC(=O)C(C)(OC(=O)c3cccs3)C(=O)C2=CO1 (stereo not drawn)
5) O=C(NC(CC(=O)N1CCN(c2ccccc2)CC1)c1ccccc1)c1ccccc1Cl (stereo not drawn)
6) OCCN1CNC(=S)NC1
Assay by compound	1	2	3	4	5	6
UPR XBP1 act	0.9	1.4	-2.5	-0.6	-3.4	-2.4
CHOP UPR activ	1.8	5.2	0.0	2.5	2.0	1.5
APJ ag	-2.2	2.1	1.4	4.5	-2.4	0.6
APJ antag	19.7	-6.2	-4.0	7.8	12.1	15.4
Mdm2 MdmX PPI	52.5*	7.8	-2.1	-13.8	-9.0	18.7
697 NFkB inh	27.9	1.4	-33.1	16.1	-15.2	12.2
tim23-1 inh	0.7	6.3	1.2	11.5	18.5	6.5
Jurkat NFkB inh	10.2	9.3	-12.4	15.9	2.4	-4.5

# Molecules shown so far with a carbonyl joined to an NH by a bond outside any ring:
1) Cc1cc(C)cc(C(=O)Nc2ccc(NC(=O)Cc3ccccc3)cc2)c1
3) O=C(N/N=C/c1ccc(O)c(O)c1)N/N=C/c1ccc(O)c(O)c1
5) O=C(NC(CC(=O)N1CCN(c2ccccc2)CC1)c1ccccc1)c1ccccc1Cl (stereo not drawn)
Assay by compound	1	3	5
UPR XBP1 act	0.9	-2.5	-3.4
CHOP UPR activ	1.8	0.0	2.0
APJ ag	-2.2	1.4	-2.4
APJ antag	19.7	-4.0	12.1
Mdm2 MdmX PPI	52.5*	-2.1	-9.0
697 NFkB inh	27.9	-33.1	-15.2
tim23-1 inh	0.7	1.2	18.5
Jurkat NFkB inh	10.2	-12.4	2.4

# (cont.)
7) O=C(c1ccncc1)N1CCCC(N2CCN(c3ccc(F)cc3)CC2)C1 (stereo not drawn)
8) Cc1nc(C)n(C(=O)N(c2ccccc2)c2ccccc2)n1
9) COC(=O)c1nn(-c2ccccc2)c(=O)cc1Sc1ccc(Cl)cc1
10) CCO/C=C/C(=O)N(C)CCC#N
11) COc1cc(C(N)=O)cc(Br)c1OCc1ccccc1
12) CCn1ncc(S(=O)(=O)NCc2ccco2)c1C
Assay by compound	7	8	9	10	11	12
UPR XBP1 act	-0.4	-1.0	-0.9	-1.4	2.5	-2.4
CHOP UPR activ	3.1	1.5	0.5	0.2	1.0	1.1
APJ ag	13.8	-5.9	-4.8	-4.4	-2.6	-1.3
APJ antag	2.6	4.3	-5.8	15.2	-7.6	8.3
Mdm2 MdmX PPI	17.6	14.6	-28.1	5.3	-14.7	5.4
697 NFkB inh	-4.2	30.8	1.1	-14.4	-14.6	-3.2
tim23-1 inh	2.4	3.8	18.0	12.4	19.1	7.3
Jurkat NFkB inh	-7.5	-1.7	-9.7	1.1	-8.3	22.3

13) COCCCn1c(=O)c2sccc2n2c(CCCC(=O)N(C)Cc3ccco3)nnc12
14) c1ccc(-c2nnc3sc(-c4ccncc4)nn23)cc1
15) Cc1c(NC(=O)/C=C/c2ccc(S(=O)(=O)N3CCOCC3)cc2)c(=O)n(-c2ccccc2)n1C
16) COc1cccc(C(=O)Nc2nnc(S(=O)(=O)N(C)Cc3ccccc3)s2)c1
17) Cc1ccc(C(=O)NCCc2ccccn2)cc1S(=O)(=O)N1CCOCC1
18) N#Cc1c(-c2ccco2)nc(SCC(=O)Nc2cccc(Cl)c2)[nH]c1=O
Assay by compound	13	14	15	16	17	18
UPR XBP1 act	-2.4	-0.9	-0.6	-2.8	-0.5	-0.1
CHOP UPR activ	-0.7	-1.4	-1.1	1.2	1.4	-0.1
APJ ag	-3.6	-4.9	-3.9	-3.1	-1.3	-0.9
APJ antag	6.4	10.5	-43.0	-8.2	-5.9	-5.3
Mdm2 MdmX PPI	9.9	7.9	6.5	16.9	15.6	2.3
697 NFkB inh	33.9	8.9	8.0	-11.9	9.7	-5.6
tim23-1 inh	2.2	7.5	10.6	5.0	-2.9	15.9
Jurkat NFkB inh	25.5	-10.9	-9.4	4.1	2.8	-13.3

19) Cc1ccc(C)c(NC(=O)COC(=O)c2cc3ccccc3oc2=O)c1
20) O=C(COc1ccc(Cl)cc1Cl)NCCSc1ccc(Cl)cc1
21) N#Cc1nc(-c2ccco2)oc1N1CCC(Cc2ccccc2)CC1
22) O=C(CCCCCN1C(=O)c2cccc3cccc(c23)C1=O)NC1CCS(=O)(=O)C1 (stereo not drawn)
Assay by compound	19	20	21	22
UPR XBP1 act	-1.3	-4.3	4.8	0.2
CHOP UPR activ	-1.1	-2.9	0.0	1.5
APJ ag	0.8	2.8	-3.3	-0.1
APJ antag	-1.9	8.2	17.9	5.9
Mdm2 MdmX PPI	-17.1	-0.5	30.2	-1.0
697 NFkB inh	-1.2	15.1	19.2	11.1
tim23-1 inh	23.0	-16.8	5.5	14.6
Jurkat NFkB inh	-8.1	-1.3	8.3	-11.6

# Shown with values under each structure: part of the list above
# Order of results – UPR XBP1 act, CHOP UPR activ, APJ ag, APJ antag, Mdm2 MdmX PPI, 697 NFkB inh, tim23-1 inh, Jurkat NFkB inh
[19] Cc1ccc(C)c(NC(=O)COC(=O)c2cc3ccccc3oc2=O)c1
    -1.3, -1.1, 0.8, -1.9, -17.1, -1.2, 23.0, -8.1
[20] O=C(COc1ccc(Cl)cc1Cl)NCCSc1ccc(Cl)cc1
    -4.3, -2.9, 2.8, 8.2, -0.5, 15.1, -16.8, -1.3
[21] N#Cc1nc(-c2ccco2)oc1N1CCC(Cc2ccccc2)CC1
    4.8, 0.0, -3.3, 17.9, 30.2, 19.2, 5.5, 8.3
[22] O=C(CCCCCN1C(=O)c2cccc3cccc(c23)C1=O)NC1CCS(=O)(=O)C1 (stereo not drawn)
    0.2, 1.5, -0.1, 5.9, -1.0, 11.1, 14.6, -11.6
